Screens: PubChem BioAssay, several laboratories
OPRM1-OPRD1 inv: inverse agonists of MOR-DOR heterodimerization, primary screen, cell-based, luminescence. cell-based MOR-DOR heterodimer luminescence, inverse agonism. inhibition, % at 9.3 µM. 340,000 compounds, 0.21% hits; in the data active means inhibition above about 22%, passing the limit was not always enough;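 further: 0% = cells with DMSO and 100% = wells without cells with DMSO; values of inactives mirror those of a sister screen read the other way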
CAL-PDZ inh HTS: untagged CAL PDZ binding inhibitors, primary screen, biochemical, fluorescence polarization, HTS. Golgi-associated PDZ and coiled-coil motif-containing protein (Homo sapiens), Q9HD26. purified CAL PDZ, TMR-peptide fluorescence polarization, 1 h. 300,000 compounds, 0.92% hits. inhibition, % at 24.9 µM;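 active means mean inhibition of at least 30% with at least half of replicates also reaching 30%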;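 further: 0% = DMSO neutral control and 100% = excess unlabeled competitor peptide PRC23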
HTR5A ag: HTR5A agonists in luminescence cell assay, primary screen, counter-screen for OPRM1-OPRD1 heterodimer agonist project, full-deck HTS | 5-hydroxytryptamine receptor 5A (Homo sapiens), P47898 | cell-based | activation, % at 9.3 µM | 340,000 compounds, 0.61% hits; in the data active means activation mostly above about 9.5%, no sharp cut-off; inactive means mostly below about 7.6%;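 further: 0% = cells with vehicle only and 100% = reference agonist; strong numbers were not always called active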
Target sequence (P47898 whole entry, looked up): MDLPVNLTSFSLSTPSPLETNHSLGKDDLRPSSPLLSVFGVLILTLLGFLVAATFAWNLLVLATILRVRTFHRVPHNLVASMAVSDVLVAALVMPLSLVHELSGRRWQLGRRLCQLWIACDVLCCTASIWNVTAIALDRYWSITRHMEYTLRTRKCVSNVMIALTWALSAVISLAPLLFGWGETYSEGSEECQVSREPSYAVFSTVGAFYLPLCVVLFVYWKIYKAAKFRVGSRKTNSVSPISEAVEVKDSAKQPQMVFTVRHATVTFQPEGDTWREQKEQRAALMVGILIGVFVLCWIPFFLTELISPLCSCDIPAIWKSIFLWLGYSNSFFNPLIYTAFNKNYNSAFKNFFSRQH
HTR5A inv ag: HTR5A inverse agonists in luminescence cell assay, primary screen, counter-screen for OPRM1-OPRD1 heterodimer inverse agonist project, full-deck HTS. HTR5A cell line, inverse agonism. inhibition, % at 9.3 µM. 340,000 compounds, 0.083% hits; in the data active means inhibition mostly above about 23%, no sharp cut-off; inactive means mostly below about 18%;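 further: 0% = cells with DMSO and 100% = no-cell wells with DMSO; some compounds called inactive have numbers as strong as hits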
OPRM1-OPRD1 ag: agonists of OPRM1-OPRD1 heterodimerization, primary screen, cell-based, luminescence. 340,000 compounds, 0.3% hits. AID 504326, 2011. activation, % at 9.3 µM. Mu-type opioid receptor (Homo sapiens) + Delta-type opioid receptor (Homo sapiens), …. cells; in the data active means activation above about 18%;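 further: 0% = vehicle-treated cells and 100% = reference agonist; values of inactives mirror those of a sister screen read the other way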
Keap1 Nrf2 FP: Keap1-Nrf2 protein-protein interaction inhibitors, primary screen, biochemical, fluorescence polarization, single point; Keap1 Kelch-Nrf2 peptide fluorescence polarization, 1536-well; inhibition, % at 9.4 µM; 340,000 compounds, 0.15% hits; AID 504523, 2011; in the data active means inhibition above about 12%;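 further: human Keap1 Kelch domain with fluorescein labeled Nrf2 9mer peptide probe; 0% = neutral control wells and 100% = peptide positive control; higher means more block of Keap1 binding to Nrf2 peptide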
Target sequence (Q14145 whole entry, looked up, the tested form may be a part): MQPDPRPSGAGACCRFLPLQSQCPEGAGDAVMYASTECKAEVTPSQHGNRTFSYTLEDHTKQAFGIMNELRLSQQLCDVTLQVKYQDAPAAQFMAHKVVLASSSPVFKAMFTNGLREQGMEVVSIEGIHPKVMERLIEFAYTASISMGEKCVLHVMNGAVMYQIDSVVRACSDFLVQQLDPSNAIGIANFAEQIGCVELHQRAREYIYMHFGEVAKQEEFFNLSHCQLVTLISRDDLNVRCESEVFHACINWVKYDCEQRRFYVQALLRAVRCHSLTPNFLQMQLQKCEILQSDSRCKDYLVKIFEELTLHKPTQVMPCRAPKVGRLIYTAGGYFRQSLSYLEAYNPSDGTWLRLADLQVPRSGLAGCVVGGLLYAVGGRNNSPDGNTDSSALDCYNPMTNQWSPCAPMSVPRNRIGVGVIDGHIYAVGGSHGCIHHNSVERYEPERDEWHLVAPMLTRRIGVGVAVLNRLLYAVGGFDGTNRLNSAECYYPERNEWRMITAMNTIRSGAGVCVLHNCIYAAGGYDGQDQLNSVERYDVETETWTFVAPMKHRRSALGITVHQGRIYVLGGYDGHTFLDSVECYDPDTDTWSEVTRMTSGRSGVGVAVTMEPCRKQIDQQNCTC
LANA DNA inh: inhibitors of KSHV C-LANA binding to DNA, primary screen, biochemical, fluorescence polarization, FAM-LBS DNA, MBP-C-LANA, single point | Kaposi's sarcoma herpesvirus LANA C-terminal domain (residues 932-1162) DNA binding | inhibition, % at 9 µM | 340,000 compounds, 0.078% hits;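 active means highest replicate inhibition at or above 60% at 9 µM, even if other replicates fall short; inactive means all replicates below 60% inhibition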;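 further: 0% = neutral control wells and 100% = 4 µM acridine orange control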
RTF Ca sens inh: cardiac RTF calcium sensitivity inhibitors, primary screen, biochemical, IANBD-TnC fluorescence, EC70 calcium; inhibition, % at 7.15 µM; 340,000 compounds, 0.12% hits; AID 493244, 2011; IANBD-labeled cardiac RTF, Ca2+ fluorescence; Troponin I, cardiac muscle (Homo sapiens) + Troponin T, cardiac muscle (Homo sapiens) + …;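 active means inhibition above the mean inhibition of all tested compounds plus 3 SD, cut at about 17% in these data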;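 further: assay run at fixed EC70 calcium of 1.6 mM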
V-ATPase pHluor: regulators of yeast V-ATPase proton pumping, primary screen, pHLuorin cytosolic pH fluorescence; response, % at 10 µM; S. cerevisiae; 350,000 compounds, 0.37% hits; in the data active means response mostly above about 7.3%, no sharp cut-off; inactive means mostly below about 5.4%; further: actives read high; inactives centre near 0; some compounds called inactive have numbers as strong as hits; reference of the scale not given here
cardiac RTF act: cardiac RTF calcium sensitivity activators, primary screen, biochemical, IANBD-TnC fluorescence, EC20 calcium | IANBD-labeled TnC RTF fluorescence at EC20 calcium; 0% EC20 calcium, 100% full calcium | activation, % at 7.2 µM | 340,000 compounds, 0.24% hits | Troponin I, cardiac muscle (Homo sapiens) + Troponin T, cardiac muscle (Homo sapiens) + …;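 active means activation above the mean over all tested compounds plus 3 SD, cut at about 30% in these data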;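 further: rise in fluorescence read as greater calcium sensitivity of cardiac thin filaments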
Numbers without * were called inactive; · = no result given; & = joins results of further samples. Hits appear at their usual frequency (roughly 2.8% active in at least one column).

SMILES	OPRM1-OPRD1 inv	CAL-PDZ inh HTS	HTR5A ag	HTR5A inv ag	OPRM1-OPRD1 ag	Keap1 Nrf2 FP	LANA DNA inh	RTF Ca sens inh	V-ATPase pHluor	cardiac RTF act
Cc1cccc(C)c1NC(=O)COC(=O)CCc1c[nH]c2ccccc12	14	-3	0	1	-3.4	-1	0.8	4	-4	0
Cc1ccc(S(=O)(=O)N(C)C[C@@H]2Oc3ccc(NC(=O)Nc4cccc5ccccc45)cc3C(=O)N([C@H](C)CO)C[C@H]2C)cc1	8	-4	8	-8	-1.4	-8	-1.3	-24	11	7
COc1ccc(O)c(C(=O)c2cc(SCC(=O)O)c3nc4sc5c(c4c(=O)n3c2)CCCC5)c1	15	0	1	-4	-2.9	2	-0.2	-3	-3	-8
COCc1cc(C)nc(SCC[N+](C)(C)CC(=O)Nc2cccc(C(F)(F)F)c2)c1C#N	5	6	-4	11	-1.1	1	-1.7	-12	1	1
COc1cc(/C=C/C(=O)N2CCCC2)cc(OC)c1OC	-4	-4	-1	-4	0.8	-3	0.4	-18	3	4
CCOc1ccccc1Nc1cc(C)nc2nnnn12	8	-5	2	-7	-1.6	-2	0.6	-7	-1	0
COc1ccc(CNC(=O)CSc2nnc3c(n2)[nH]c2ccc(F)cc23)cc1	-14	-1	2	-7	1.7	-3	1.4	4	-6	-4
CCCCC(=O)Nc1nnc(SCC(=O)Nc2ccc(OC)cc2)s1	9	0	4	8	-1.7	2	2.0	-5	-1	1
COc1cccc2cc(C(=O)N3CCN(c4ncccn4)CC3)c(=O)oc12	4	-5	1	-11	-0.7	5	-0.9	-2	-11	1
CC1(C)CC(=O)C2=C(C1)OC(N)=C(C#N)C2CCc1ccccc1 (configuration not stated)	5	0	-1	14	-1.1	-2	1.2	-5	-6	-6
CC1CC(C)CN(C(=O)COC(=O)c2ccc3c(c2)OCCO3)C1 (configuration not stated)	6	·	-1	3	-1.2	-4	-0.5	5	-1	-3
CCOc1ccc(NC(=O)C(c2ccccn2)N(C(=O)CCl)c2ccc(F)cc2)cc1 (configuration not stated)	18	-4	3	-9	-3.5	-3	0.3	-5	0	-1
CN(C)S(=O)(=O)c1ccc(NC(=O)CSc2ncnc3ccccc23)cc1	14	-2	3	18	-2.7	-1	-0.5	-6	-2	-1
O=C(Nc1ccc(S(=O)(=O)Nc2ncccn2)cc1)c1cccnc1	3	0	5	20	-0.6	-3	-0.4	-22	-2	8
Cc1c(CCC(=O)O)c(=O)oc2cc(OCc3ccc(Br)cc3)ccc12	10	0	2	-6	-2.4	-3	-2.0	0	-2	-9
O=C(Nc1ccnn1C1CCNCC1)c1ccc2c(c1)OCO2	21	·	1	-3	-4.0	-1	-0.7	0	-5	5
Cc1cc(C)nc(SCC(=O)Nc2ccc(S(=O)(=O)N3CCCCC3)cc2)n1	12	·	-3	8	-2.4	1	-1.5	0	-2	-6
O=C(COc1cccc(NC(=O)c2ccccc2)c1)c1ccccc1	-2	-6	-3	7	0.5	2	9.4	3	3	-2
CCOC(=O)C1C(c2ccc(O)c(OC)c2)NC(=S)NC1(O)C(F)(F)F (configuration not stated)	2	-3	2	6	-0.3	-4	0.8	-1	-3	2
Cc1ccc(CCNC(=O)C2CCCN(S(=O)(=O)c3c(C)noc3/C=C/N(C)C)C2)cc1 (configuration not stated)	13	·	5	-14	-2.1	-5	2.9	0	-1	6
O=C(NCCCCCCOC1=NS(=O)(=O)c2ccccc21)C(=O)Nc1ccccc1	3	5	3	-8	-0.6	3	0.4	-13	27	-9
O=C(COc1cc(F)ccc1[N+](=O)[O-])Nc1cccc(Br)c1	20	-1	2	-7	-4.2	1	0.7	6	-2	2
CCOc1ccc2nc(NC(=O)CN3CCN(CC)CC3)sc2c1	12	-3	2	-6	-2.5	2	-4.5	-2	-2	-6
COc1ccc2nc(SCCC(=O)O)cc(C)c2c1	20	-5	-3	10	-3.9	1	1.2	0	1	1
Cc1ccc(NC(=O)C2C3C=CC4(O3)C2C(=O)N(CCCN2CCCCC2)C4C(=O)NC2CCCCC2)cc1Cl (configuration not stated)	-9	-6	-1	4	1.3	3	0.2	9	1	-3
CC(=O)/C(C[N+]1(C)CCCCC1)=N\O	0	-2	-1	-15	-0.1	-5	-1.9	-1	·	12
CSc1ccccc1NC(=O)CSCc1ccccc1Br	-24	-4	-1	6	4.3	-4	-0.7	-6	0	10
COc1ccc(/C=c2\s/c(=C(/C#N)C(=O)NCc3ccco3)n(-c3ccccc3)c2=O)cc1	7	-2	-2	4	-1.3	13*	13	-11	-10	-1
COc1ccc(-c2noc(-c3ccccc3C(=O)Nc3cccnc3)n2)cc1	13	9	11	-28	-3.0	-7	-1.7	-4	-1	-4
COc1ccc(S(=O)(=O)N(C)C[C@H]2Oc3ccc(NC(=O)C4CCCCC4)cc3C(=O)N([C@H](C)CO)C[C@@H]2C)cc1	4	-1	-3	-19	-0.7	-7	0.0	-2	2	2
O=C(C1CC1)N1N=C(c2ccc(Cl)cc2)CC1(O)C(F)(F)F (configuration not stated)	-20	-2	-2	8	4.5	-4	-0.7	-2	4	-3
CC(C)NC(=O)CC(=O)N/N=C/c1c(F)cccc1Cl	7	1	1	-2	-1.2	0	-0.9	-9	-2	1
COc1cccc(/C=C/C(=O)OC(C)C(=O)Nc2c(C)n(C)n(-c3ccccc3)c2=O)c1 (configuration not stated)	11	-4	-6	15	-2.2	2	-2.4	8	1	-1
CCOC(=O)C1CCCN(C(=O)c2csc(-c3ccc4c(c3)CCO4)n2)C1 (configuration not stated)	4	24	2	6	-0.7	0	0.2	-8	-1	2
CCSc1nc2ccccc2[nH]1	7&-14	-5&-1	-3&3	-53&-8	-1.3&2.2	3&-4	-0.6&0.5	2&-3	-2	-8&3
CC(=O)OCc1c(C(F)(F)F)nn(C)c1Sc1ccccc1	3	-10	4	-10	-0.6	-2	-0.1	-6	2	10
Cc1cc(CNCc2c(C(=O)N3CCCCCCC3)nc3ccc(Cl)cn23)nn1C	0	-3	4	-2	0.0	0	-0.5	-5	-2	0
COc1ccc(Br)cc1CNC(=O)C1CCN(S(=O)(=O)N2CCCCC2)CC1	9	0	0	-1	-1.6	-3	0.4	-6	1	3
O=C(c1ccco1)N1CCN(C(=O)c2ccc(COc3ccc4c(c3)CCC4)o2)CC1	-6	-4	2	8	1.2	-1	0.4	-2	-7	-10
CNc1sc(C(=O)c2cccs2)c(N)c1-c1nc2ccccc2s1	17	5	4	-11	-3.0	2	-3.0	1	-2	-1
COc1ccc(CC(=O)Nc2ccc3c(c2)OCO3)cc1S(=O)(=O)N1CCOCC1	15	-4	0	-14	-2.6	3	-0.7	-3	0	2
Cc1cccc(C(=O)NNC(=O)c2ccccc2Br)c1	-2	0	-2	8	0.4	2	5.6	-9	-4	-8
COCCn1c(C)cc(C(=O)CSc2nnnn2C2CCCC2)c1C	1	-1	-2	5	-0.4	-5	0.4	-8	·	4
CC1CC2C(C(O)CC3(C)C2CCC3(O)C(=O)CO)C2(C)C=CC(=O)C=C12 (configuration not stated)	3	0	-5	21	-0.7	-4	-1.1	2	-3	-3
CCCCn1cnc2c1c(=O)[nH]c(=O)n2CCCC	3	1	0	12	-0.7	0	3.1	-1	-4	-3
O=c1cc(CO)[nH]cc1OCc1ccccc1	9	·	-3	-9	-1.9	5	-1.9	-2	4	3
Nc1nc(NCC2CCCO2)nc(Nc2cccc(F)c2)c1[N+](=O)[O-] (configuration not stated)	-26	79*	5	8	5.2	2	1.7	-3	-3	3
CC(C)(C)C(=O)Cn1ncc(Br)c(Br)c1=O	7	·	2	9	-1.3	-2	0.7	4	-1	0
O=C1c2ccncc2C(=O)N1Cc1cccc(Cl)c1	15	-5	-1	3	-3.0	-2	1.1	-6	-4	-2
CC1(N2CCOCC2)CC2(O)C(=[N+]1[O-])CCc1c2no[n+]1[O-] (configuration not stated)	8	-6	-3	-6	-1.3	-3	0.3	-2	-4	-6
Cc1c2cnn(CC(=O)Nc3c(F)c(F)cc(F)c3F)c(=O)c2c(C)n1Cc1ccccc1F	-178	2	5	-14	35*	-6	-1.9	-1	5	1
O=S(=O)(NCC(c1ccco1)N1CCc2ccccc21)c1ccccc1 (configuration not stated)	-31	-2	-1	2	4.8	-4	1.0	-6	-2	5
COc1ccccc1NCC(=O)N/N=C(\C)c1ccc(Br)s1	7	0	46*	-103	-1.3	-6	1.6	9	-6	-16
CC1CCN(c2ccc3nnc(CCC(=O)Nc4cccc(F)c4)n3n2)CC1	-2	-5	0	1	0.3	0	0.7	4	3	-6
COc1cc2c(cc1C1C(C#N)=C(N)OC3=C1C(=O)CC(C)(C)C3)OCO2 (configuration not stated)	14	·	0	3	-2.7	-3	1.6	-6	5	-5
Cc1c(Cl)cccc1NC(=O)CNc1cccc(S(=O)(=O)N(C)C)c1	-13	-3	0	-1	2.5	2	-1.7	10	-2	-7
Cc1ccc(OCc2ccc(C(=O)Nc3ccc(S(N)(=O)=O)cc3)o2)cc1	9	0	5	-12	-1.8	0	0.3	-2	0	3
O=[N+]([O-])c1ccc(Cl)cc1C=NNc1ccccn1	-2	-6	-1	2	0.5	-1	-0.3	-6	5	-5
CC(C)Sc1nc2sc3c(c2c2nnc(SCC(=O)NCc4ccco4)n12)CCCC3	4	-6	7	4	-0.8	-6	2.6	1	0	4
Cc1cccc(NC(=S)N(Cc2cccs2)Cc2cc3cc(C)cc(C)c3[nH]c2=O)c1	6	-3	1	-32	-1.1	-9	-2.8	-4	-2	8
COc1ccc(C(=O)N2CCN(S(=O)(=O)c3ccc(C)cc3)CC2)cc1S(=O)(=O)N1CCOCC1	8	0	5	17	-1.6	4	2.7	-10	2	-2
Nc1nc(Cl)cc(N2CCC(c3cc(-c4ccc(Cl)cc4)n[nH]3)CC2)n1	-33	4	14*	-12	6.4	1	-0.2	0	3	-3
COC(=O)c1cc(Cl)cc2c(C)c(C3(O)CCCCC3)[nH]c12	-29	-6	10	-11	5.3	-4	-1.2	1	-6	-11

Sorted by value in CAL-PDZ inh HTS (falling): 3 of the compounds above.
compound	CAL-PDZ inh HTS
Cc1c2cnn(CC(=O)Nc3c(F)c(F)cc(F)c3F)c(=O)c2c(C)n1Cc1ccccc1F	2
Cc1c(Cl)cccc1NC(=O)CNc1cccc(S(=O)(=O)N(C)C)c1	-3
CC(C)Sc1nc2sc3c(c2c2nnc(SCC(=O)NCc4ccco4)n12)CCCC3	-6
